# K1F lysis inhibition = inhibition of K1F phage lysis, E. coli UTI89, bacterial capsule biogenesis inhibitors, alamar blue (AID 488966); one-dose inhibition, % at 100 µM; IC50 in µM for titrated hits; 340,000 tested, 0.02% active; E. coli UTI89 K1F phage lysis, alamar blue, 2 h; higher % means a stronger effect;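 active = phage lysis inhibition, versus mean bacterial control, above a set limit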;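 note: capsule biogenesis inhibitors block K1F phage lysis so surviving cells raise fluorescence; higher fluorescence means more inhibition of phage lysis; actives were called in the ten point dose series up to 300 µM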
# GPR55 LPI antagonism = GPR55 antagonists blocking LPI-driven arrestin recruitment, primary screen, imaging, U2OS, beta-arrestin-GFP, LPI agonist (AID 2013). U2OS GPR55 beta-arrestin-GFP translocation imaging, LPI antagonism; higher % means a stronger effect. inhibition, % at 10 µM, or IC50 in µM where a hit was titrated. 290,000 tested, 0.13% active;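 active = spots per cell inhibited over 60%, with over 100 cells counted and total cytoplasm intensity under 500,000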;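 note: U2OS cells stably carrying GPR55 and arrestin-GFP stimulated by 5 µM LPI near EC80; imaged beta-arrestin-GFP aggregate spots per cell after agonist stimulation; plate controls were LPI-stimulated DMSO wells for no effect and DMSO wells without LPI for full effect; some results filed as inactive read as strong as hits; confirmed hits need IC50 under 10 µM and bright autofluorescent wells are also inconclusive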
# RSV antiviral HEp-2 = inhibition of RSV-induced cytopathic effect – HEp-2 cells, primary 10 µM value included (AID 2391). HEp-2 cells, RSV-induced CPE inhibition; higher % means a stronger effect. CPE inhibition, % at 10 µM, or IC50 in µM where a hit was titrated. 310,000 tested, 0.13% active; in the data active = a potency from the dose series; note: strong numbers were not always called active
# SV40 large T antigen = SV40 large T antigen inhibitors, biochemical (AID 1903) | SV40 large T antigen ATPase/helicase inhibition assay; higher % means a stronger effect | inhibition, % at 20 µM; hits with a dose series show IC50 in µM | 310,000 tested, 0.39% active; in the data active = a potency from the dose series; note: strong numbers were not always called active
# PhoP inhibition = inhibitors of PhoP regulon expression, primary screen, Salmonella Typhimurium, GFP reporter (AID 1863). S. Typhimurium PhoP-regulated promoter GFP reporter, 4 h; higher % means a stronger effect. one-dose inhibition, % at 50 µM; IC50 in µM for titrated hits. 300,000 tested, 0.16% active;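 active = inhibition over 29.93%, a cutoff 3 SD above the screen mean, later confirmed by dose response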;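 note: 0% = low Mg2+ inducing control and 100% = high Mg2+ repressing control; strong numbers were not always called active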
# HIV fusion peptide = inhibitors of HIV fusion peptide binding, primary screen, biochemical, uHTS, fluorescence dequenching (AID 1986); cell-free peptide binding, fluorescence dequenching, 30 min; higher % means a stronger effect; inhibition, % at 20 µM, or IC50 in µM where a hit was titrated; 290,000 tested, 0.3% active; in the data active = inhibition mostly above about 52%, no sharp cut-off; inactive = mostly below about 76%; note: some results filed as inactive read as strong as hits
# GPR35 arrestin U2OS = GPR35 antagonists blocking zaprinast-driven arrestin recruitment, primary screen, imaging, U2OS, beta-arrestin-GFP, zaprinast agonist (AID 2058) | one-dose inhibition, % at 10 µM; IC50 in µM for titrated hits | 290,000 tested, 0.052% active | U2OS GPR35 beta-arrestin-GFP translocation imaging, zaprinast antagonism; higher % means a stronger effect;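 active = inhibition of at least 50% with at least 30 cells and total cytoplasm GFP at most 10,000,000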
# Dengue-2 NS5 capping = flavivirus cap methylation enzyme inhibition – biochemical, confirmation dose response, primary screen (AID 588689) | Dengue-2 NS5 methyltransferase capping enzyme assay, biochemical; higher % means a stronger effect | inhibition, % at 25 µM; hits with a dose series show IC50 in µM | 340,000 tested, 0.3% active; in the data active = a potency from the dose series
# MgcRacGAP inhibition = MgcRacGAP GTPase-activating activity inhibitors, confirmation, biochemical, ADP Hunter fluorescence; MgcRacGAP-stimulated Rac1 GTP hydrolysis, ADP Hunter fluorescence; higher % means a stronger effect; GST-tagged Rac1 F28L mutant substrate; inhibition, % at 30 µM, or IC50 in µM where a hit was titrated; 340,000 tested, 0.6% active; AID 624330;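 active = first-screen hits whose inhibition reached a set limit at any dose in the follow-up dose series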;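 note: fluorescence reports GDP produced by GAP-driven GTP hydrolysis; strong numbers were not always called active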
# Dengue-2 NS5 capping pilot replicate = recorded beside Dengue-2 NS5 capping, whose call it bears; inhibition, %; measured here: pilot screen replicate inhibition
# * = called active by the depositor; . = no result given; [ ] = remark or other dose.
SMILES,K1F lysis inhibition,GPR55 LPI antagonism,RSV antiviral HEp-2,SV40 large T antigen,PhoP inhibition,HIV fusion peptide,GPR35 arrestin U2OS,Dengue-2 NS5 capping,MgcRacGAP inhibition,others
CSc1nnc(-c2ccc(O)cc2)n1C,2.5%,13%,-0.1%,49%,10%,1.4%,2%,-3%,-2%,
CN1C(=O)/C(=C/c2ccc(OCc3ccc(F)cc3)cc2)NC1=S,0.2%,-4%,1.2%,-5%,15%,-0.8%,-2%,-5%,13%,
COc1ccc(N2C(=O)C(CC(=O)O)S/C2=C\C(C)=O)cc1 (centres undefined),-0.1%,-5%,0.7%,4%,-3%,-1.5%,5%,-4%,3%,
O=C(O)c1cc(O)ccc1NC(=O)c1cccc2ccccc12,0.6%[50 µM],2%,-0.4%,12%,-4%,2.6%,-3%,-3%,-8%,
CC(/C=N\NC(=O)c1ccc2c(c1)OCO2)c1ccccc1 (centres undefined),0.1%,2%,0.3%,3%,4%,-2.6%,1%,-10%,7%,
Cn1c(-c2ccccc2)nc2cnccc21,0.1%,-3%,1.8%,15%,-4%,0.6%,-8%,-9%,1%,
C=CCOC(Cn1ccnc1)c1ccc(Cl)cc1Cl (centres undefined),1.4%[50 µM],.,12%,.,.,.,.,5%,6%,
CC12CC(c3ccccc3O1)N(C(=O)c1ccco1)C(=S)N2c1ccc(F)cc1 (centres undefined),1.5%,5%,13%,-6%,16%,3.0%,14%,-7%,2%,
COCCN1C(=O)c2ccccc2C(C(=O)NCCN(C)C)C1c1ccc(F)cc1 (centres undefined),0.6%,-3%,-0.3%,-1%,8%,-0.5%,0%,6%,1%,
CC(C)CNC(=O)N[C@@H](CC(C)C)C(=O)O,0.2%,9%,0.2%,30%,2%,1.3%,-6%,0%,13%,
COc1ccc(C(=O)CSc2nnc(-c3cc(C)cc(C)c3)o2)cc1,3.4%,-3%,19%,2%,-13%,-0.1%,-1%,-5%,4%,
CCCSc1ccc([C@@H]2[C@H]3C(=O)N(CC)C(=O)[C@H]3[C@]3(C(=O)OC)CCCN23)cc1,-0.6%,.,0.1%,-3%,.,.,.,-9%,5%,
COC(=O)CCCC1=CC2=CC(=O)C(C)(OC(=O)C3CCCC3)C(=O)C2=CO1 (centres undefined),1.4%,5%,-2.0%,21%,-2%,52%,4%,-2%,7%,
COc1cccc(CN(C)C(=O)c2ccc(COc3ccc(Cl)cc3)cc2)c1OC,-0.2%,-6%,3.1%,-1%,4%,-0.6%,5%,-2%,4%,
O=C(CN1CCN(Cc2ccccc2)CC1)N/N=C/c1cccs1,-0.4%,0%,-0.7%,2%,.,-1.1%,5%,-7%,2%,
Cc1cccc(OCC(=O)NCCCNC(=O)c2ccc(C)nc2)c1,2.0%,-6%,0.7%,7%,7%,-0.4%,-6%,-6%,5%,
Cc1ccc(NC(=O)CSc2nnc(-c3cccnc3)s2)cc1,2.4%[50 µM],-12%,0.3%,-7%,13%,-0.7%,-10%,-4%,6%,
O=C(CCN1CCC(c2cccs2)=N1)c1cccs1,.,11%,0.7%,11%,-9%,-0.5%,13%,.,.,
O=C(c1ccc(F)cc1)[C@@H]1[C@@H](C(=O)c2ccccc2)[C@@]2(C(=O)Nc3ccccc32)[C@H]2c3ccccc3C=CN12,.,12%,1.9%,2%,1%,16%,-6%,.,.,
CN(CCc1ccccn1)C(=O)CC1C(=O)NCCN1Cc1ccccc1C(F)(F)F (centres undefined),0.4%,-6%,0.5%,8%,-3%,-1.7%,8%,-3%,-28%,
O=[N+]([O-])c1cccc(/C=N\N2CCN(Cc3ccccc3Cl)CC2)c1,-1.0%,18%,17%,27%,3%,-1.9%,4%,-2%,6%,
CCN(CC)c1nc2n(c(=O)n1)CCN2CC,0.4%,25%,-0.6%,2%,4%,2.4%,-2%,-7%,3%,Dengue-2 NS5 capping pilot replicate=2.4
NNC(=O)CCS(=O)(=O)c1ccc2ccccc2c1,0.1%,3%,0.5%,23%,3%,-1.1%,-6%,-2%,-4%,
O=c1nc2c(-c3cccc(Br)c3)n[nH]n2c2ccccc12,1.2%,1%,2.4%,2%,.,-0.5%,9%,-5%,5%,
C/C(=N\NC(=O)c1csc(C)c1C)c1ccc(C)s1,0.2%,-3%,0.8%,59%,0%,2.7%,6%,2%,4%,
Cc1nc(SCC(=O)NCCc2ccccc2)c2oc3ccccc3c2n1,-0.3%,-11%,1.8%,-2%,15%,-2.9%,14%,-5%,0%,
C=CCOc1cccc(C2C(C(=O)c3ccco3)=C(O)C(=O)N2CCN(CC)CC)c1 (centres undefined),0.7%,4%,3.7%,14%,-6%,-0.8%,-5%,-4%,9%,
Clc1ccc(SCCn2ccnc2)cc1,-1.0%,-4%,-0.3%,-1%,25%,7.0%,-11%,-3%,20%,
O=C(O)c1ccc(/C=C2/SC(=S)N(Cc3ccccc3)C2=O)cc1,0.5%[50 µM],-1%,2.1%,6%,6%,35%,-20%,1%,8%,
COc1ccc(Cc2nc(-c3ccccn3)no2)cc1OC,0.3%,5%,1.1%,0%,-7%,-2.9%,-8%,-8%,6%,
O=[N+]([O-])c1ccc(COc2ccccc2/C=N/O)cc1,3.0%,6%,6.7%,-7%,26%,-5.1%,-2%,-5%,5%,
Cc1ccc(/C(N)=N/OC(=O)N2c3ccccc3Sc3ccccc32)cc1,4.1%,.,-1.0%,.,.,.,.,-3%,134µM*,
COc1ccc(C2=NC(C)(C)Cc3cc(OC)c(OC)cc32)cc1OC,0.0%,-15%,0.3%,6%,-7%,1.5%,-7%,1%,7%,Dengue-2 NS5 capping pilot replicate=3.0
O=C(Cc1ccccc1)NNC(=O)c1cccs1,0.2%,8%,0.7%,1%,-1%,-0.7%,27%,-1%,3%,
Cc1ccnc2nc(C(=O)OCC(=O)NCCc3ccc(Cl)cc3)nn12,1.2%[50 µM],10%,0.5%,25%,0%,1.3%,6%,-6%,4%,
CS(=O)(=O)N(Cc1ccccc1)c1ccc(C(=O)Nc2ccccc2Sc2ccccc2)cc1,4.8%[50 µM],7%,1.8%,5%,1%,1.2%,13%,4%,3%,

# Structures shown so far that have a nitro group on carbon:
SMILES,K1F lysis inhibition,GPR55 LPI antagonism,RSV antiviral HEp-2,SV40 large T antigen,PhoP inhibition,HIV fusion peptide,GPR35 arrestin U2OS,Dengue-2 NS5 capping,MgcRacGAP inhibition,others
O=[N+]([O-])c1cccc(/C=N\N2CCN(Cc3ccccc3Cl)CC2)c1,-1.0%,18%,17%,27%,3%,-1.9%,4%,-2%,6%,
O=[N+]([O-])c1ccc(COc2ccccc2/C=N/O)cc1,3.0%,6%,6.7%,-7%,26%,-5.1%,-2%,-5%,5%,

# Carrying on:
SMILES,K1F lysis inhibition,GPR55 LPI antagonism,RSV antiviral HEp-2,SV40 large T antigen,PhoP inhibition,HIV fusion peptide,GPR35 arrestin U2OS,Dengue-2 NS5 capping,MgcRacGAP inhibition,others
CC(C)c1ccccc1NC(=O)COC(=O)c1ccc(Cl)c(S(=O)(=O)N2CCCCCC2)c1,3.9%,-4%,-0.4%,25%,-4%,-2.1%,-8%,-9%,5%,
CC1CCCN(C(=O)COC(=O)c2cc([N+](=O)[O-])ccc2N2CCOCC2)C1 (centres undefined),1.3%[50 µM],.,1.3%,6%,4%,.,.,5%,7%,
Cc1onc(-c2c(F)cccc2Cl)c1C(=O)Nc1ccc(Cl)c(S(=O)(=O)N(C)C)c1,-0.1%[50 µM],.,-0.4%,.,.,.,.,-6%,0%,
COc1cccc(NC(=O)CSc2nc(O)c(C)c(=O)n2-c2ccc(C)cc2)c1,0.2%,13%,0.7%,6%,3%,3.0%,7%,8%,5%,
Fc1ccc(-c2cn(-c3ccccc3)c3[n+]2CCS3)cc1,8.2%,14%,6.8%,9%,-6%,0.0%,15%,-4%,4%,
Cc1n[nH]c(=O)nc1NCc1ccc(Cl)cc1,-0.4%,-3%,2.9%,11%,-2%,-0.5%,0%,-3%,6%,
Cc1ccccc1-n1c(=O)n(CCc2ccccc2)c(=O)c2[nH]cnc21,-2.3%,7%,-0.9%,-3%,-5%,-0.6%,0%,-5%,-11%,
Cc1csc(NC(=O)CSc2nc(C)nc3c2c(=O)n(C)c(=O)n3C)n1,2.5%,7%,3.8%,1%,18%,-1.3%,-17%,-6%,2%,
COc1ccc2[nH]cc(C=O)c2c1,-0.4%,-8%,1.0%,-14%,-1%,1.2%,3%,-2%,4%,
COc1ccc2sc3ccccc3c(=O)c2c1OC,0.2%,-1%,19%,3%,-6%,8.3%,-4%,3%,2%,
CCc1ccc(NC(=O)CCc2nc3ccccc3[nH]2)cc1,0.2%,2%,0.2%,7%,-9%,-1.4%,0%,-8%,11%,
Cc1csc(C2=C(O)CN(CCc3ccccc3)C2=N)n1,0.3%,12%,-0.3%,8%,-9%,2.4%,-28%,-1%,12%,
O=C(/C=C/c1cn(-c2ccccc2)nc1-c1ccccc1)Nc1ccc(C(=O)O)cc1,-0.1%,-11%,18%,18%,-10%,57%,-1%,13%,-5%,
CCOc1cc(-c2sc(Nc3ccc(CC)cc3)n[n+]2-c2ccccc2)ccc1OC,1.9%,.,2.1%,16%,.,.,.,-3%,8%,
Cc1ccc(S(=O)(=O)NC(CC(C)C)C(=O)Nc2nccs2)cc1 (centres undefined),0.5%,-8%,1.2%,8%,-1%,-1.9%,-8%,-3%,9%,
COCC(=O)NC1(c2nnnn2CCOC(=O)Nc2ccc(Cl)cc2)CCCCC1,-0.1%,-4%,0.0%,1%,-1%,-0.8%,1%,0%,-1%,
CCC(=O)Nc1cccc(-c2cn3ccccc3n2)c1,-1.2%,6%,1.6%,8%,-4%,-0.6%,-20%,-9%,7%,
CC(C)Oc1ccc(CNC(=O)c2ccc3nc(N4CCOCC4)sc3c2)cc1,-0.6%,-2%,0.5%,.,.,0.6%,3%,1%,2%,
COc1ccccc1OCc1nnc(SCC(=O)Nc2ccc(N3CCOCC3)cc2)n1C,-0.1%,-11%,1.9%,5%,0%,0.8%,21%,-7%,6%,
Cc1ccc(-c2cc(C(=O)Nc3ccc(S(=O)(=O)N4CC(C)OC(C)C4)cc3)[nH]n2)c(O)c1 (centres undefined),0.3%,4%,9.0%,10%,0%,-0.7%,9%,0%,7%,
O=C(OCc1ccc([N+](=O)[O-])cc1)C1CC(=O)N(c2ccccc2)C1 (centres undefined),1.3%,-4%,0.2%,9%,-11%,-0.7%,9%,0%,0%,
Cc1cccn2c(=O)c(/C=C(\C#N)C(N)=O)c(N3CCN(c4ccccc4)CC3)nc12,0.1%[50 µM],0%,4.8%,8%,-11%,14%,6%,6%,7%,
CCN(CC)c1ncnc2sc(C(=O)N3CCN(c4ccccc4)CC3)c(C)c12,0.1%,20%,0.5%,-1%,-14%,-1.0%,2%,-5%,12%,
O=C(Nc1ccnn1C1CCN(C(=O)CCc2ccc(F)cc2)CC1)C1CCOC1 (centres undefined),0.2%,6%,0.6%,6%,2%,-2.9%,-13%,1%,8%,

# Compound activity (PubChem)
